EZH2 inh – EZH2 (human) methyltransferase inhibition; hit rate 0.35% among 57,000; Q15910; AID 651548; PRC2 H3K27 methylation, DELFIA TRF, 1 h; inhibition, % at 12.5 µM;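 active = mean inhibition of replicates at least 50% and every single replicate also reaching 50%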;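 note: dimethyl H3K27 on biotinylated H3 21-44 peptide detected by antibody; plate controls were median neutral control wells for no effect and median positive control wells for full effect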
Target sequence (Q15910 whole entry, looked up): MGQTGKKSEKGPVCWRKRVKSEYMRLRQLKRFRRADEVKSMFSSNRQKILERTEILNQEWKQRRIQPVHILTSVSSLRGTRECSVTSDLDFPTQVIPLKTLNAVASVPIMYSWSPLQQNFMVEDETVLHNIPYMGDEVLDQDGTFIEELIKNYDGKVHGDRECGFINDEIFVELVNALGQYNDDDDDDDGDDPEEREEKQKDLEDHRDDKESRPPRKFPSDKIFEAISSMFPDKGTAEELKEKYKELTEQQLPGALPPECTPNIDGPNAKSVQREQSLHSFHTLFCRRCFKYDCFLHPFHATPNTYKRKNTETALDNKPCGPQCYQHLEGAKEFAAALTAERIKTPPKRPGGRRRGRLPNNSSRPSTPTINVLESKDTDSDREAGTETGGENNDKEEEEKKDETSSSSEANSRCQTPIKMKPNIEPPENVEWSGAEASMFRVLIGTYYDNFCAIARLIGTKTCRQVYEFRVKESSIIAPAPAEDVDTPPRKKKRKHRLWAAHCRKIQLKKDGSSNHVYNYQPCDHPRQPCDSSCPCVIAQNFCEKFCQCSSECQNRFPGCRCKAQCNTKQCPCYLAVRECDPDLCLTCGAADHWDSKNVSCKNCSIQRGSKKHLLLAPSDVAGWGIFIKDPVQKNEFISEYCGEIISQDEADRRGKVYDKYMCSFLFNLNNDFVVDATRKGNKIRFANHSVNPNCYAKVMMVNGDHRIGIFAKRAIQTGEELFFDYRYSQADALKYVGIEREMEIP
IDH1 R132H inh – inhibitors of human IDH1 R132H. IDH1 R132H reductase, diaphorase/resazurin fluorescence, 60 min. AID 624101. inhibition, % at 10 µM. O75874. hit rate 0.18% among 70,000; in the data active = inhibition above about 34%;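 note: 0% = DMSO and 100% = no enzyme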
The depositor's hits bear a star; / = not tested or not shown; & = joins results of further samples. A portion of the library (hit frequency here may not be typical).

SMILES	EZH2 inh	IDH1 R132H inh
OCC1=CC[C@@H]2C=CO[C@@H](O[C@@H]3O[C@H](CO)[C@@H](O)[C@H](O)[C@H]3O)[C@H]12	/	0.2
COc1ccccc1NC(=O)N(C)C[C@@H]1Oc2ncc(Br)cc2C(=O)N([C@@H](C)CO)C[C@@H]1C	17	-1.1
O=C(CCSc1nnnn1-c1ccccc1)Nc1ccc(Cl)cc1	18	1.0
C[C@@H]1CN([C@H](C)CO)S(=O)(=O)c2ccc(-c3ccccc3F)cc2O[C@@H]1CN(C)C	11	-4.5
CC(=O)Cc1cc(O)cc2oc(C)cc(=O)c12	/	0.2
COCc1cn(CC[C@@H]2CC[C@@H](NC(=O)CCN3CCCCC3)[C@H](CO)O2)nn1	14	-0.2
Nc1nc(Cl)nc2c1ncn2C1OC(CO)C(O)C1F (stereo not given)	/	-0.5
O=C(Cn1nnc2ccccc21)c1ccc(Oc2ccc([N+](=O)[O-])cc2)cc1	/	1.5
CSc1ccc(C(Nc2ccccn2)c2cc(Cl)c3cccnc3c2O)cc1 (stereo not given)	-42	0.0
C[C@@H]1CN([C@H](C)CO)S(=O)(=O)c2ccc(-c3cccc(F)c3)cc2O[C@@H]1CN(C)C	3	2.0
COc1cccc(S(=O)(=O)N[C@H]2C=C[C@H](CC(=O)NCc3ccncc3)O[C@@H]2CO)c1	8	0.3
COc1ccc(NC(=O)CSc2nnc(-c3ccco3)n2-c2ccccc2)cc1	2	-0.1
O=C(c1ccc(Nc2nccc(-c3cc4ccccc4s3)n2)cc1)N1CCC(N2CCCC2)CC1	-52	2.4
O=C(N[C@@H]1CC[C@H](CCNC(=O)c2ccccc2F)O[C@@H]1CO)c1cnccn1	3	-0.1
CO[C@H]1CN(C)C(=O)c2cc(NC(=O)NC3CCCCC3)ccc2OC[C@@H](C)N(C)C[C@H]1C	0	-0.3
O=C(C[C@@H]1C=C[C@H](NC(=O)C2CC2)[C@@H](CO)O1)NCCCN1CCOCC1	3	0.1
CNC[C@@H]1OCCCC[C@H](C)Oc2ccc(N(C)C)cc2C(=O)N([C@@H](C)CO)C[C@H]1C	-5	0.5
CN(C1CCCCC1)S(=O)(=O)c1ccc(NC(=O)C2CCCCC2C(=O)O)cc1 (stereo not given)	8	0.0
COc1ccc(S(=O)(=O)N(C)C[C@H]2Oc3ccc(NC(=O)CCCCCC(=O)Nc4ccccc4N)cc3C(=O)N([C@H](C)CO)C[C@H]2C)cc1	3	0.2
COc1cccc(S(=O)(=O)Nc2ccc3c(c2)C(=O)N(C)C[C@H](OC)[C@H](C)CN[C@H](C)CO3)c1	2	0.1
C[C@@H]1CN([C@@H](C)CO)S(=O)(=O)c2ccc(C#CC3CC3)cc2O[C@H]1CN(C)Cc1ccc(F)cc1	35	-2.7
C[C@H](CO)N1C[C@H](C)[C@@H](CN(C)Cc2ccc(C(=O)Nc3ccccc3N)cc2)Oc2ccc(NS(=O)(=O)c3ccccc3)cc2C1=O	3	0.2
COc1ccccc1OCC(O)Cn1cnc2ccccc21 (stereo not given)	3	0.5
CCC(=O)N(C)C[C@H]1Oc2cc(-c3ccccc3)ccc2S(=O)(=O)N([C@@H](C)CO)C[C@@H]1C	-21	-5.1
C[C@@H]1CN([C@H](C)CO)S(=O)(=O)c2ccc(C3=CCCCC3)cc2O[C@@H]1CN(C)Cc1cncnc1	6	3.8
C[C@@H]1CN([C@H](C)CO)C(=O)c2cc(NC(=O)CCCN(C)C)ccc2O[C@@H]1CN(C)Cc1ccccc1	3	0.2
CC1CCc2c(sc3nc(SCC(=O)NCC4CCCO4)n(-c4ccccc4)c(=O)c23)C1 (stereo not given)	-9	0.2
C[C@@H]1CN([C@@H](C)CO)S(=O)(=O)c2ccc(C#CC3(O)CCCC3)cc2O[C@H]1CN(C)C(=O)Cc1ccccc1	/	1.6
C[C@H](CO)N1C[C@H](C)[C@H](CN(C)Cc2ccc(C(=O)O)cc2)Oc2ccc(NC(=O)c3ccncc3)cc2CC1=O	/	-0.7
COC(=O)N(C)C[C@@H]1OCc2cnnn2CCCC(=O)N([C@@H](C)CO)C[C@H]1C	5	-0.7
C[C@@H]1CN([C@H](C)CO)C(=O)c2cc(NC(=O)c3ccccc3)ccc2O[C@@H](C)CCCCO[C@@H]1CN(C)Cc1ccc(Cl)c(Cl)c1	/	3.2
Cc1noc(C)c1NC(=O)Nc1ccc2c(c1)C(=O)N([C@H](C)CO)C[C@@H](C)[C@H](CN(C)Cc1ccc(C(=O)Nc3ccccc3N)cc1)O2	-18	-0.9
CCC(=O)Nc1ccc2c(c1)OC[C@@H](C)N(C(=O)c1ccc(F)cc1)C[C@H](C)[C@@H](OC)CN(C)C2=O	3	0.1
CCOC(=O)c1cnc2c(C)c(C)ccc2c1NCCN(C)C	/	0.2
Cc1ccc(F)cc1S(=O)(=O)N1CCN(Cc2cccc(OCCO)c2)CC1	6	-0.3
COc1ccc(C#Cc2ccc3c(c2)O[C@H](CN(C)C(=O)CN2CCOCC2)[C@@H](C)CN([C@@H](C)CO)S3(=O)=O)cc1	-26	-0.4
COc1ccc(NC(=O)COc2ccccc2)c([N+](=O)[O-])c1	10	-0.1
CNC[C@@H]1Oc2ccc(NC(=O)Nc3ccc(OC)cc3)cc2C(=O)N([C@@H](C)CO)C[C@@H]1C	6	0.4
C/C=C/c1ccc2c(c1)O[C@H](CN(C)Cc1ccncc1)[C@@H](C)CN([C@@H](C)CO)S2(=O)=O	23	0.3
O=C(N[C@H]1CC[C@H](CC(=O)N2CCc3ccccc3C2)O[C@@H]1CO)C1CCOCC1	16	-0.4
C[C@H]1CN([C@@H](C)CO)S(=O)(=O)c2ccc(C#Cc3cccc(F)c3)cc2O[C@@H]1CN(C)S(=O)(=O)c1cn(C)cn1	-20	0.1
CO[C@H]1CN(C)C(=O)c2ccc(NC(=O)c3ccccc3)cc2OC[C@H](C)N(CC2CC2)C[C@H]1C	4	0.2
O=C(C[C@H]1C[C@@H]2c3cc(NC(=O)CC4CC4)ccc3O[C@@H]2[C@H](CO)O1)NCCN1CCCCC1	11	-0.4
COc1ccc(C(=O)Nc2ccc3c(c2)OC[C@H](C)N(C(C)=O)C[C@@H](C)[C@H](OC)CN(C)C3=O)cc1	-4	-0.1
CC(C)NC(=O)N(C)C[C@H]1Oc2ccc(NC(=O)CCN3CCOCC3)cc2CC(=O)N([C@@H](C)CO)C[C@H]1C	/	2.1

Reprinted at random: 2 records from the list.
SMILES	EZH2 inh	IDH1 R132H inh
CO[C@H]1CN(C)C(=O)c2ccc(NC(=O)c3ccccc3)cc2OC[C@H](C)N(CC2CC2)C[C@H]1C	4	0.2
C/C=C/c1ccc2c(c1)O[C@H](CN(C)Cc1ccncc1)[C@@H](C)CN([C@@H](C)CO)S2(=O)=O	23	0.3

More compounds follow:
SMILES	EZH2 inh	IDH1 R132H inh
NS(=O)(=O)c1ccc(N=C2NC(=O)C(CC(=O)Nc3ccccc3)S2)cc1 (stereo not given)	-11	0.5
CC(=O)N(C)C[C@H]1Oc2ncc(C#CCC3CCCC3)cc2C(=O)N([C@@H](C)CO)C[C@H]1C	-12	0.3
Cc1noc(C)c1NC(=O)Nc1ccc2c(c1)CC(=O)N([C@@H](C)CO)C[C@H](C)[C@@H](CN(C)C)O2	/	0.0
C[C@@H]1CN([C@H](C)CO)C(=O)Cc2cc(NC(=O)C3CCCCC3)ccc2O[C@H]1CN(C)C(=O)NC1CCCCC1	-7	3.3
C[C@@H]1CN([C@@H](C)CO)C(=O)CCCn2nncc2CO[C@H]1CN(C)C(=O)Nc1ccc(F)cc1	/	-1.1
C[C@H](CO)N1C[C@H](C)[C@@H](CN(C)C(=O)Nc2ccc(-c3cccs3)cc2)OCc2cn(nn2)CCCC1=O	/	-2.1
CNC[C@H]1Oc2cc(Br)ccc2S(=O)(=O)N([C@H](C)CO)C[C@H]1C	-3&-3	-1.0&1.3
C[C@@H]1CN([C@@H](C)CO)S(=O)(=O)c2ccc(C#CC3CCCC3)cc2O[C@H]1CN(C)C(=O)c1cccc(F)c1	27	/
C[C@H](CO)N1C[C@H](C)[C@H](CN(C)S(C)(=O)=O)Oc2ccc(NC(=O)Nc3ccc(C(F)(F)F)cc3)cc2CC1=O	2	/
CNC[C@H]1Oc2cc(C#CC(C)C)ccc2S(=O)(=O)N([C@H](C)CO)C[C@@H]1C	/	0.7
C/C=C/c1ccc2c(c1)O[C@H](CN(C)Cc1cncnc1)[C@@H](C)CN([C@@H](C)CO)S2(=O)=O	-4	-1.1
CO[C@@H]1CN(C)C(=O)c2ccc(NC(C)=O)cc2OC[C@@H](C)N(C(=O)c2cnccn2)C[C@H]1C	12	0.3
N#Cc1ccc2c(c1)N(CCCN1CCC(O)CC1)c1ccccc1S2	-4	-1.9
C[C@@H]1CN([C@@H](C)CO)C(=O)c2cccc(NC(=O)C3CCCCC3)c2O[C@H]1CN(C)Cc1ccc2c(c1)OCO2	-2	/
Cc1ccccc1OCC(=O)Nc1cccc(Oc2ccc3c(c2)C(=O)NC3=O)c1	18	0.0

Three of these compounds in another layout:
canonical_smiles | EZH2 inh | IDH1 R132H inh
C[C@@H]1CN([C@@H](C)CO)C(=O)CCCn2nncc2CO[C@H]1CN(C)C(=O)Nc1ccc(F)cc1 | / | -1.1
C/C=C/c1ccc2c(c1)O[C@H](CN(C)Cc1cncnc1)[C@@H](C)CN([C@@H](C)CO)S2(=O)=O | -4 | -1.1
C[C@@H]1CN([C@@H](C)CO)C(=O)c2cccc(NC(=O)C3CCCCC3)c2O[C@H]1CN(C)Cc1ccc2c(c1)OCO2 | -2 | /

Next part
SMILES	EZH2 inh	IDH1 R132H inh
C[C@H](CO)N1C[C@H](C)[C@@H](CN(C)Cc2ccc(Cl)c(Cl)c2)Oc2c(NC(=O)C3CCCCC3)cccc2C1=O	/	0.3
CO[C@H]1CN(C)C(=O)c2cc(NC(=O)Nc3ccc(C(F)(F)F)cc3)ccc2OC[C@H](C)NC[C@H]1C	-12	-0.1
COc1cc2c(cc1OC)CN(C(=O)c1sc(-c3cnccn3)nc1C)CC2	-3	-3.3
COCCNC(=O)C[C@@H]1C[C@@H]2c3cc(NC(=O)C4CCC4)ccc3O[C@@H]2[C@@H](CO)O1	12	0.4
CO[C@@H]1CN(C)C(=O)c2ccc(NS(C)(=O)=O)cc2OC[C@H](C)N(Cc2cccnc2)C[C@@H]1C	-8	-0.3
C[C@H]1CCCCO[C@H](CN(C)Cc2ccc(C(=O)O)cc2)[C@@H](C)CN([C@@H](C)CO)C(=O)c2cc(NC(=O)c3ccccc3)ccc2O1	/	0.5
CO[C@H]1CN(C)C(=O)c2cc(NC(=O)NC(C)C)ccc2OC[C@@H](C)N(C(=O)NC(C)C)C[C@H]1C	-6	0.3
CC(C)NC(=O)Nc1ccc2c(c1)C(=O)N([C@@H](C)CO)C[C@H](C)[C@@H](CN(C)C(=O)C1CCCCC1)OCCCC[C@@H](C)O2	12	1.3
Cc1noc(C)c1NC(=O)Nc1cccc2c1O[C@@H](CN(C)S(=O)(=O)c1cn(C)cn1)[C@H](C)CN([C@H](C)CO)C2=O	/	1.7
COC(=O)C[C@H]1C[C@H]2c3cc(NS(=O)(=O)c4cccc(OC)c4)ccc3O[C@H]2[C@H](CO)O1	-7	-4.4
C[C@@H]1CCCCO[C@@H](CN(C)C(=O)NC2CCCCC2)[C@H](C)CN([C@H](C)CO)C(=O)c2cc(NC(=O)c3ccccc3)ccc2O1	/	-1.1
C[C@@H]1CCCCO[C@@H](CN(C)Cc2ccc3c(c2)OCO3)[C@@H](C)CN([C@H](C)CO)C(=O)c2cc(NC(=O)C3CCCCC3)ccc2O1	/	-1.3
C[C@H](CO)N1C[C@H](C)[C@H](CN(C)C(=O)c2ccncc2)Oc2cc(C#CC3CC3)ccc2S1(=O)=O	9	5.6
C[C@H](CO)N1C[C@H](C)[C@H](CN(C)C(=O)Nc2ccc(C(F)(F)F)cc2)Oc2c(NC(=O)Nc3ccccc3)cccc2C1=O	/	-0.3
COc1ccc(-c2nnc(SCC(=O)O)n2-c2ccccc2)cc1	-8	0.4
COc1ccccc1N(CC(=O)N1CCN(C)CC1)S(C)(=O)=O	3	0.4
C[C@H](CO)N1C[C@H](C)[C@H](CN(C)S(=O)(=O)c2ccc(F)cc2)Oc2ccc(NC(=O)C3CCCCC3)cc2CC1=O	/	2.5
C[C@H](CO)N1C[C@H](C)[C@@H](CN(C)Cc2ccncc2)Oc2ccc(NS(=O)(=O)c3cn(C)cn3)cc2C1=O	-6	3.2
O=C(CCN1CCCCC1)NCC[C@@H]1CC[C@@H](NS(=O)(=O)c2cccc(F)c2)[C@H](CO)O1	5	0.3
O=C(CN1CCOCC1)NCC[C@@H]1CC[C@H](NC(=O)c2ccccc2F)[C@H](CO)O1	0	0.3
CS(=O)(=O)N(CC(=O)NC1CCCC1)c1ccc2c(c1)OCCO2	-8	0.0
Cc1c(Cl)cccc1NC(=O)c1ccccc1OCC(=O)Nc1ccc2c3c(cccc13)CC2	-15	0.6
C/C=C/c1ccc2c(c1)O[C@@H](CN(C)C(=O)c1cnccn1)[C@H](C)CN([C@H](C)CO)S2(=O)=O	11	-3.0
COCC(=O)Nc1ccc2c(c1)[C@H]1C[C@H](CC(=O)NCc3cccnc3)O[C@@H](CO)[C@H]1O2	10	-0.5

Among those listed so far, 3 contain a CF3 group:
SMILES	EZH2 inh	IDH1 R132H inh
C[C@H](CO)N1C[C@H](C)[C@H](CN(C)S(C)(=O)=O)Oc2ccc(NC(=O)Nc3ccc(C(F)(F)F)cc3)cc2CC1=O	2	/
CO[C@H]1CN(C)C(=O)c2cc(NC(=O)Nc3ccc(C(F)(F)F)cc3)ccc2OC[C@H](C)NC[C@H]1C	-12	-0.1
C[C@H](CO)N1C[C@H](C)[C@H](CN(C)C(=O)Nc2ccc(C(F)(F)F)cc2)Oc2c(NC(=O)Nc3ccccc3)cccc2C1=O	/	-0.3

Single records, as listed above. Screens in order: EZH2 inh	IDH1 R132H inh
C[C@H](CO)N1C[C@H](C)[C@H](CN(C)S(=O)(=O)c2ccc(F)cc2)Oc2ccc(NC(=O)C3CCCCC3)cc2CC1=O reads /	2.5
O=C(CN1CCOCC1)NCC[C@@H]1CC[C@H](NC(=O)c2ccccc2F)[C@H](CO)O1 reads 0	0.3
